PriA SSB inh: K. pneumoniae PriA-SSBct interaction inhibition; inhibition, % at 33 µM; AID 1272365; hit rate 0.6% among 430,000; AlphaScreen SSBct-PriA binding, biotinylated peptide; in the data active = inhibition mostly above about 37%, no sharp cut-off; inactive = mostly below about 20%;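 also: plate controls were negative control peptide for no effect and reference peptide for full effect; strong numbers were not always called active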
Numbers without * were called inactive; & = joins results of further samples. A portion of the library. The share of hits here may be higher or lower than overall.

SMILES | PriA SSB inh
O=C(NCCc1csc(-c2ccc(F)cc2)n1)c1cc(Cl)ccc1[N+](=O)[O-] | 4
Cc1ccc(S(=O)(=O)NC(C)C(c2cccs2)N2CCN(Cc3ccccc3)CC2)cc1 (stereo not drawn) | 9
CCN(CC)c1ccc(N2C(=O)/C(=C/c3ccccc3[N+](=O)[O-])SC2=S)cc1 | 15
O=S(=O)(CCCOc1ccc(F)cc1)NCc1cccs1 | -13
O=C(Nc1nc2c(s1)CN(C(=O)CCn1ccc(=O)[nH]c1=O)CC2)c1ccccn1 | -13
CCOc1cc(C)c(C)cc1S(=O)(=O)NCCCn1ccnc1 | 3
COc1ccc(-c2ccc(=O)n(Cc3nc(-c4ccccc4Cl)no3)n2)cc1 | -15
COc1ccc(-n2nnc(C(=O)OCc3ccccc3Cl)c2C)cc1 | -7
O=C(CCn1cnc2c([nH]c3ccccc32)c1=O)N1CCN(c2ccc(Cl)cc2)CC1 | -7
COc1ccccc1C(=O)Nc1ccc2oc(-c3ccccc3OC)cc(=O)c2c1 | -10
CS(=O)(=O)N(c1ccc([N+](=O)[O-])cc1)S(C)(=O)=O | 22
N#Cc1nc(-c2ccccc2Cl)oc1N1CCCCCC1 | 94*
O=C1CCCN1Cc1cn(C2CN(S(=O)(=O)c3ccc(-n4cccn4)cc3)C2)nn1 | -1
O=C(CCc1ccccc1Br)NC[C@@](O)(c1ccccc1)C(F)(F)F | -13
Cc1cc(C)nc(NC(=O)Cn2nc(-c3ccncc3)ccc2=O)n1 | -14
CC(C)(C)CC(C)(C)c1ccc(OCC(O)CN2CCN(c3ccccn3)CC2)cc1 (stereo not drawn) | -9
CSc1cccc2sc(NC(=O)CCS(=O)(=O)Cc3ccccc3)nc12 | -2
CSc1ccccc1C(=O)N(CCN1CCOCC1)c1nc2c(F)cccc2s1 | 16
O=C(Cc1ccsc1)Nc1ccccc1Cc1nc(-c2ccco2)no1 | -13
Nc1c(Cl)ncnc1NN=Cc1ccccn1 | 110*
O=C(COc1ccnc2c1CCCC2)NCc1ccccc1F | 7
Cc1ccc(-c2csc(NC(=O)CSc3nnc(Cc4ccccc4)n3N)n2)cc1 | -10
CS(=O)(=O)NCC#CCN1CCOCC1 | -19
CCOC(=O)c1ccc(N2C(=S)N(c3ccccc3)C3CS(=O)(=O)CC32)cc1 (stereo not drawn) | 8
Cc1ccc(CNC(=O)CN2CCc3[nH]c4ccc(F)cc4c(=O)c3C2)cc1 | -8
CC(C)Oc1ccc(C(=O)N2C3CCC2CN(Cc2ccccc2)C3)cc1 | 7
COc1ccc2c(c1)CCCC2(O)CNC(=O)Nc1cccs1 (stereo not drawn) | -14
CN(CC1CCCO1)S(=O)(=O)c1ccc(C(=O)Nc2ccccc2-c2nc3ccccc3[nH]2)cc1 (stereo not drawn) | 2
CCOC(=O)N1CCc2c(sc(NC(=O)c3ccccc3Cl)c2C(N)=O)C1 | -8
COC(=O)c1ccc(Cn2c(=O)n(Cc3ccccn3)c(=O)c3ncccc32)o1 | -15
C=CCn1c(Cc2csc(N)n2)n[nH]c1=S | 2
CN1CCN(c2ccc([N+](=O)[O-])c(N3CCCC3)c2)CC1 | 58*
C=C(C)Cn1c(SCc2cc(=O)[nH][nH]2)nc2sc3c(c2c1=O)CCCC3 | 26
Cc1cc(C)n(-c2cc(NC(=O)Cc3ccccc3F)ncn2)n1 | -14
Cc1ccnc(NS(=O)(=O)c2ccc(NC(=O)c3cc(N4CCCC4)ncn3)cc2)n1 | -5
O=C(Nc1nc(-c2nc3ccccc3s2)cs1)c1ccc([N+](=O)[O-])o1 | -11
COc1cc(C(=O)Nc2ccc(Cl)cc2C(=O)c2ccccc2)cc(OC)c1OC | -3
COc1ccc2cc(C(=O)NCc3ccc(C(=O)c4ccsc4)s3)[nH]c2c1 | 11
C[C@](O)(CNS(=O)(=O)Cc1ccccc1Cl)c1cccs1 | -18
Cn1cc(C(=O)NCc2ccccc2F)nn1 | -23

An excerpt of the results above, for reference:
SMILES | PriA SSB inh
C=CCn1c(Cc2csc(N)n2)n[nH]c1=S | 2
CN1CCN(c2ccc([N+](=O)[O-])c(N3CCCC3)c2)CC1 | 58*

More records follow:
SMILES | PriA SSB inh
Cn1c(CN2CCN(S(=O)(=O)c3ccc4c(c3)OCCO4)CC2)nc2ccccc21 | -10
Cc1ccc(NC(=O)c2ccncc2)c(C(=O)O)c1 | -38
CCOc1ccc(-c2ccc(=O)n([C@@H](C)C(=O)Nc3ccon3)n2)cc1 | 1
Cc1ccsc1C=NNC(=O)c1sccc1C | -4
CCSCC1CCCN1C1CCN(C(=O)Nc2ccc(Cl)c(Cl)c2)CC1 (stereo not drawn) | -12
CCCCn1c(NS(=O)(=O)c2ccc(F)cc2)c(S(=O)(=O)c2ccc(C)cc2)c2nc3ccccc3nc21 | 56*
COc1ccc(CNC(=O)c2nnn(Cc3ccccc3Cl)c2N)cc1 | -16
Cc1ccsc1C=Nn1c(-c2cc(-c3ccccc3)n[nH]2)n[nH]c1=S | 0
COc1ccc(N2C[C@@H](NC(=O)Cc3cccc4ccccc34)CC2=O)cc1OC | 0
Cn1nc(CNC(=O)C(C)(C)Oc2ccc(Cl)cc2)cc1-c1ccco1 | 6
COc1ccc(OC)c2c1sc(=NC(=O)c1ccnn1C)n2C | 1
CCOc1ccc(C(=O)Nc2cc(C(=O)N3CCOCC3)cn(C)c2=O)cc1OCC | -10
CCNC(=O)C(=O)NCC(c1cccn1C)N1CCCC1 (stereo not drawn) | -22
CCNc1nc(NCC)n2c(SCC(=O)Nc3ccccc3CC)nnc2n1 | -21&0
Cc1ccc(C)c2[nH]c(=O)c(CCNC(=S)Nc3cccc(C(F)(F)F)c3)cc12 | 5
Cn1c(-c2ccccn2)nn(Cc2c(F)cccc2Cl)c1=O | -4
O=C(NCCc1csc(-c2ccccc2)n1)c1cccc([N+](=O)[O-])c1 | 4
COc1cccc(C(=O)Nc2nc3c(OC)ccc(OC)c3s2)c1OC | -16
O=C(NCc1nc2ccccc2[nH]1)C1CC(=O)N(C2CCOCC2)C1 (stereo not drawn) | -8
CC(=NNC(=O)CN1CCN(Cc2ccccc2Cl)CC1)c1cccs1 | -17
Cn1cccc(C(=O)N2CCC(c3nnc(-c4ccco4)o3)CC2)c1=O | -20&-11
COC(=O)c1ccc(C(=O)NC[C@@](O)(c2ccco2)C2CC2)cc1 | -8
O=C(NN=Cc1ccc(Br)s1)c1ccc([N+](=O)[O-])cc1 | 4
CCOc1ccccc1NC(=O)Cc1csc(Nc2cccc(Cl)c2)n1 | 5
CCOC(=O)c1ccccc1NC(=O)CSc1nn2c(=O)c(-c3ccc(OC)cc3)nnc2s1 | 1&12
COc1ccc(/C=C/C(=O)n2nc(-c3ccc(OC)cc3)nc2SCC(=O)c2ccc(Cl)cc2)cc1 | -13
Cc1ccc(-c2ccc(=O)n(CC(=O)Nc3ccc(F)cc3)n2)c(C)c1 | 3
Cc1ccc(C(N)=NOC(=O)Cc2cccc3ccccc23)cc1 | -3
CC(O)(CNC(=O)c1ccccc1C(F)(F)F)Cc1ccco1 (stereo not drawn) | 1
COC(=O)c1c(-c2ccco2)csc1N | -9
CSc1ccccc1NC(=O)C1CCN(c2cc(-n3ccc4ccccc43)ncn2)CC1 | -10
Cc1cccc(C(=O)ON=C(N)c2cccc([N+](=O)[O-])c2)c1 | 1
CN1CCN(C(CNC(=O)NC2CCCCC2)c2ccc3c(c2)CCN3C)CC1 (stereo not drawn) | -4
CC(CC(=O)Nc1ccccn1)=NNC(=O)Cc1cccc2ccccc12 | -15
CC(C)(CO)NC(=O)C(=O)NC1CC1 | -10
COc1ccc(OC)c(S(=O)(=O)NCCc2cn3ccc(C)cc3n2)c1 | -4
CCC(C(=O)Nc1cccc2ccc(OC)nc12)c1ccccc1 (stereo not drawn) | -23
CC(=O)c1ccc(C(=O)Nc2nc(-c3ccc(C(C)C)cc3)cs2)cc1 | -2
O=C(Cc1noc2ccccc12)N1CCC[C@H](Cc2nc(C3CC3)no2)C1 | -10
O=C(c1ccc(-c2ccsc2)cc1)N1CCC2(CC1)OCCS2 | -18

Retrieved by structure from the list above:
SMILES | PriA SSB inh
O=C(c1ccc(-c2ccsc2)cc1)N1CCC2(CC1)OCCS2 | -18
CSc1ccccc1NC(=O)C1CCN(c2cc(-n3ccc4ccccc43)ncn2)CC1 | -10

(next part)
SMILES | PriA SSB inh
CCOC(=O)c1sc(NC(=O)CSC2CCCCC2)c(C(=O)OCC)c1C | -12
O=C(Nc1ncc(Cc2cccc([N+](=O)[O-])c2)s1)C1CC1 | 5
CC1CCc2c(sc(N)c2-c2nc3ccccc3s2)C1 (stereo not drawn) | -12
CCN1C(=O)Cc2cc(NC(=O)Cc3ccc(OC)cc3)ccc21 | 21
CCCc1c(C(=O)NN=C(C)CCc2ccccc2)nnn1-c1nonc1N | -7
Cc1ccc(N2CCn3c(SCC(=O)NCc4ccco4)nnc32)cc1 | -1
O=C(COc1ccc(Cl)cc1)NCCCS(=O)(=O)N1CCN(c2ccccn2)CC1 | -2
COc1ccc(CCC(=O)Nc2c(C)nc3sccn3c2=O)cc1 | -1
Cc1cc(SCC(N)=O)nc(=O)[nH]1 | -6
COC(=O)NC(=O)c1c(NC(=O)c2sc3ccccc3c2Cl)sc(C)c1C | 1

Ordered by SMILES length (falling): part of the list above.
SMILES | PriA SSB inh
CCN(CC)c1ccc(N2C(=O)/C(=C/c3ccccc3[N+](=O)[O-])SC2=S)cc1 | 15
O=C(Nc1nc2c(s1)CN(C(=O)CCn1ccc(=O)[nH]c1=O)CC2)c1ccccn1 | -13
O=C1CCCN1Cc1cn(C2CN(S(=O)(=O)c3ccc(-n4cccn4)cc3)C2)nn1 | -1
COc1ccc(N2C[C@@H](NC(=O)Cc3cccc4ccccc34)CC2=O)cc1OC | 0
O=C(COc1ccc(Cl)cc1)NCCCS(=O)(=O)N1CCN(c2ccccn2)CC1 | -2
COc1cc(C(=O)Nc2ccc(Cl)cc2C(=O)c2ccccc2)cc(OC)c1OC | -3
COc1ccc(CNC(=O)c2nnn(Cc3ccccc3Cl)c2N)cc1 | -16

Next entries
SMILES | PriA SSB inh
CC(=NNC(=O)CSCc1ccc(Cl)cc1)c1ccc(NC(=O)c2ccccc2)cc1 | -10
COc1ccccc1CCNC(=O)CSc1ccc(-c2ccc3c(c2)OCO3)nn1 | 67*
CCOC(=O)Cc1csc(NC(=O)Cc2csc(Nc3cccc(Cl)c3)n2)n1 | 6
CC1(C)C(=O)NCCN1C(=O)c1nc2ccccc2s1 | -6
O=C(CSc1ccc(F)cc1)N1CCSC(c2ccco2)CC1 (stereo not drawn) | -5
O=C(Nc1nnc(C2CCCO2)s1)c1ccccn1 (stereo not drawn) | 110*
COc1ccc(N2CCN(CCNC(=O)c3cccc(C(F)(F)F)c3)CC2)cc1 | -9
CCOc1ccc(-c2cc(C(=O)N/N=C(/C)c3ccc(Br)cc3)[nH]n2)cc1 | -6
CC(C)CN1C(=O)CCc2cc(NC(=O)CN3C(=O)c4ccccc4C3=O)ccc21 | 2
O=C(C(=O)N1CCN(Cc2ccc3c(c2)OCO3)CC1)c1cn(CC(=O)N2CCCC2)c2ccccc12 | 0
CCOc1ccc(-n2c(C)cc(C=NNC(=O)CC(=O)NC3CCCCC3)c2C)cc1 | 24
Cc1ccc(C)c2sc(NC(=O)c3ccc(OC(C)C)cc3)nc12 | -13
C#CCn1c(=NC(=O)c2ccn(C)n2)sc2cc(Cl)ccc21 | 13
O=C(Nc1ccc2c(c1)CN(C(=O)c1ccccc1)CC2)c1cccs1 | -1
CC(C)c1ccc(CNC(=O)c2sccc2S(=O)(=O)N2CCN(c3ccccc3)CC2)cc1 | -13
C=CCn1c(COc2ccc(Cl)c3cccnc23)nnc1SCC(=O)c1ccccc1 | -15&-2
COc1cccc2cc(C(=O)Nc3ccc(-c4nc5ccccc5[nH]4)cc3)oc12 | -1
O=C(Nc1ccc2c(c1)N(C(=O)C1CCCC1)CC2)c1cccs1 | 1
O=C(NCC1COC2(CCCCC2)O1)c1ccc(F)c(F)c1 (stereo not drawn) | 2
CCOc1ccc(-c2cn3c(CC(=O)NCCCN4CCCC4=O)csc3n2)cc1 | -14
O=C(c1ccccc1)N1CCC(c2nnc(-c3ccco3)s2)CC1 | -1
Cc1nc2cc(Cl)ccc2o1 | -17
Cc1ccc(N2CCN(C(=O)N3CCOCC3)CC2)cc1Cl | 14
CC(=O)c1c(Nc2ccccc2C)oc(C)cc1=O | 2
COc1cccc(NC(=O)CSc2nc(CC(=O)NC3CCCCCC3)cs2)c1 | -11
Fc1cccc(-c2nnn3c2nc(NCc2ccc4c(c2)OCO4)c2ccccc23)c1 | -12
COc1ccc(-n2c(SCc3ccccn3)nc3c([nH]c4ccccc43)c2=O)cc1OC | 16
Cn1cc([C@@H](O)CNC(=O)Nc2ccc(C(F)(F)F)cc2)c2ccccc21 | 4
Cc1nnc(SCC(=O)N2CCOCC2)c2c1cnn2-c1ccc(F)cc1 | 2
COc1cc(OC)cc(C(=O)Nc2nc(-c3ccc(Cl)cc3Cl)cs2)c1 | 2
Cc1ccc(NC(=O)CSc2ccnc(=O)[nH]2)cc1 | -21
Cc1ccc(C=NNC(=O)CSc2nc3ccccc3n2Cc2ccc(Cl)cc2)o1 | -5
COc1ccc(Br)cc1-c1nc(CSc2nc(-c3ccncc3)cc(=O)[nH]2)c(C)o1 | -8
COC(=O)c1ccc(Cl)c(NC(=O)C(C)(C)C)c1 | 6
O=S(=O)(NCCOc1ccccc1)c1ccccc1 | -19
Cc1ccccc1Cn1cnc2c(cnn2CCNC(=O)c2ccc3c(c2)OCO3)c1=O | -8
O=C(CS(=O)(=O)c1ccccc1)Nc1cccc2ccccc12 | -7
O=C(CN(CC(=O)NCc1ccccc1Cl)c1nc2ccccc2s1)NCc1ccccc1Cl | -10
O=C(NCCNC(=O)c1cccs1)c1ccc(NC(=O)C2CC2)cc1 | -10&-6
COc1cccc2sc(OC3CN(S(=O)(=O)Cc4ccc(F)cc4)C3)nc12 | -1
Cc1nc(-c2ccccc2)sc1CNC(=O)[C@@H]1CC=CCC1 | -7
O=C(Cc1ccc(Cl)cc1)NCCc1ccc(N2CCCC2)cc1 | 1
O=C(Nc1cnc2ccccc2c1)C1CCN(c2ccc(-c3ccco3)nn2)CC1 | -2

By substructure: the compounds so far with a tert-butyl group
SMILES | PriA SSB inh
CC(C)(C)CC(C)(C)c1ccc(OCC(O)CN2CCN(c3ccccn3)CC2)cc1 (stereo not drawn) | -9
COC(=O)c1ccc(Cl)c(NC(=O)C(C)(C)C)c1 | 6
